GSK3A inh: blocks human GSK-3 alpha kinase | P49840 | ADP-Glo luminescence, 60 min | inhibition, % at 10 µM | actives 0.1% (n = 320,000) | AID 2650;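 in the data active = inhibition above about 50%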;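 note: GST-tagged GSK-3 alpha with peptide substrate and 25 µM ATP; 0% = DMSO neutral wells and 100% = GW8510 positive control wells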
Target sequence (P49840 whole entry, looked up): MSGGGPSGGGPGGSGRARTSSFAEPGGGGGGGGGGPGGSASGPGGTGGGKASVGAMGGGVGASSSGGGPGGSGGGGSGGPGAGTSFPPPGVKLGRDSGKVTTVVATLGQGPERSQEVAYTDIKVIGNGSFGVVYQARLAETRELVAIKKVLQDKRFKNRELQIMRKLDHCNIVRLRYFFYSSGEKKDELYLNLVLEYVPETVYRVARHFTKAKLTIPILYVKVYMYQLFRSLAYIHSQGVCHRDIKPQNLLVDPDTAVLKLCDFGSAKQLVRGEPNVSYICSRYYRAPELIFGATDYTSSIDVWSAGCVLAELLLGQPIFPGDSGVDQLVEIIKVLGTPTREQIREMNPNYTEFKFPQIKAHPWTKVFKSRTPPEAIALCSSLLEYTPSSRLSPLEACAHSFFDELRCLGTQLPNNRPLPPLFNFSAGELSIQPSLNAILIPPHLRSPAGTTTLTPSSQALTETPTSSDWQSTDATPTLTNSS
KLF5 inh: inhibitors of KLF5 expression. inhibition, % at 5 µM. DLD-1 KLF5 promoter-luciferase reporter, luminescence. actives 0.23% (n = 290,000);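 active = inhibition above a per-plate limit of that plate's mean compound inhibition plus 3 SD, cut at about 60% in these data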;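 note: 0% = DMSO wells and 100% = LY294002 at 200 µM; higher means less KLF5 promoter-driven luciferase light; inactives centre near -14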
PolyA inh: yeast polyadenylation inhibition. S. cerevisiae SKY197-pL101 polyadenylation reporter, beta-gal luminescence; efflux-impaired pdr1/pdr3 knockout yeast; score 100 = 6 SD above DMSO. calls only at 12 µM. actives 0.02% (n = 300,000);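 active = lowest replicate activity score at least 50, where 100 means six control SD above control mean; inconclusive = lowest score under 50 but half or more replicates reach 50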;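 note: yeast exposed to compound for 9 h at 30 °C; higher score means more reporter readthrough which indicates perturbed polyadenylation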
aSyn 5UTR inh: 5' untranslated region of α-synuclein, MLPCN primary screen. alpha-synuclein 5'UTR reporter, inhibitor activity. inhibition, % (tested at 7.5 µM). actives 0.82% (n = 300,000). AID 1813; in the data active = inhibition above about 60%; inconclusive = no clear call, values can overlap the other calls;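 note: H4 neuroglioblastoma cells stably carrying SNCA 5'UTR luciferase fusion; 0% = DMSO wells and 100% = positive control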
HSP90 refold inh: blocks HSP90-mediated luciferase refolding in reticulocyte lysate | Rabbit reticulocyte lysate, luciferase refolding luminescence, 3 h | inhibition, % at 5.6 µM | actives 0.91% (n = 290,000);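 active = inhibition above the screen-wide mean plus 3 SD, computed separately per campaign, cut at about 16% in these data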;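 note: 0% = DMSO wells and 100% = 60 µM geldanamycin wells; inhibitors lower the luminescence because luciferase stays unfolded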
IEC-6 cytotox: IEC-6 cytotoxicity, counter-screen for KLF5 inhibitors. actives 0.78% (n = 290,000). inhibition, % at 5 µM. AID 1825. luminescence viability; in the data active = inhibition above about 22%;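 note: 0% = plate median of test compound wells and 100% = cytotoxic reference compound wells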
HSF1 activator: increases HSF-1 driven luciferase reporter signal; NIH3T3-HGL HSF-1 luciferase reporter, MG132, 8 h; 100% = twice DMSO control signal; activation, % at 9 µM; actives 1.7% (n = 300,000); AID 504408;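 active = mean replicate activation of at least 50% with a set share of replicates each reaching 50%; inconclusive = only one of those two conditions met; inactive = mean below 50% and too few replicates reaching it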;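 note: 0% = median of the neutral control wells and 100% = twice that signal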
HSF1 inhib: HSF1 inhibition; activity change, negative = inhibition, % at 7.5 µM (by protocol); NIH3T3-HGL HSE-luciferase, MG132-induced, luminescence 8 h; hits give low values; actives 0.77% (n = 300,000);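 active = more than half of replicate wells show activity change below -50%, luminescence cut by over half; inconclusive = some wells, but at most half, below -50%; inactive = no replicate well below -50%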;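 note: luciferase reports HSF-1 transcriptional activity via heat shock element; 0% = median of DMSO wells and -100% = zero luminescence signal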
GSK3beta inhib: blocks human GSK3beta kinase activity; GST-GSK3beta kinase, ADP-Glo luminescence, 60 min; hits give low values; activity score (negative = inhibition), % at 10 µM; actives 0.038% (n = 300,000);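 active = more than half of replicate wells score below -50%, meaning over 50% inhibition versus plate controls; inconclusive = some replicates but at most half score below -50%; inactive = no replicate scores below -50%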;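 note: 0% = median DMSO wells and -100% = median GW8510 positive control wells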
Target sequence (P49841 whole entry, looked up): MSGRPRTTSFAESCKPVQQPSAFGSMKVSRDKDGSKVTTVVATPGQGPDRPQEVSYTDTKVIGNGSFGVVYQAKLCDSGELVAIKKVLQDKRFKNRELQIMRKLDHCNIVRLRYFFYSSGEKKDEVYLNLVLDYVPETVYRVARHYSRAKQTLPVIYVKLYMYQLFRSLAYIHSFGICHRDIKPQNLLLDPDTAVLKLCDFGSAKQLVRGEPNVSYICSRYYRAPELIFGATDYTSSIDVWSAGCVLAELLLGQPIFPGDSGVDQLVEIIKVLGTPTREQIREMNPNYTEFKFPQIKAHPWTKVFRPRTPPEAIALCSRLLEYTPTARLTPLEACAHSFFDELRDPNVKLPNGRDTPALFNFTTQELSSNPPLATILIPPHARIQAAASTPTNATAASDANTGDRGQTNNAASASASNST
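Test system – GST-tagged human GSK3beta kinase, cell-free · Incubation – 60 min enzyme reaction, room temperature · Signal – ADP-Glo luminescence · Also added – peptide substrate and ATP at 25 µM · Controls – DMSO neutral wells and GW8510 at 20 µM as positive · Buffer or medium – Tris/MgCl2 kinase buffer · Measure – Luminescence-derived activity versus plate DMSO and GW8510 wells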
AI-2 QS mod: Vibrio harveyi AI-2 quorum sensing modulation. actives 0.4% (n = 300,000). AID 2094. Vibrio harveyi JMH597 AI-2 luminescence/OD600 ratio, 9 h; hits give low values; strain lacks LuxN and CqsS sensors; 0 = neutral-control median. activity change, % at 7.5 µM; in the data active = activity change below about -75%, passing the limit was not always enough; inconclusive = no clear call, values can overlap the other calls;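 note: luminescence divided by OD600 gain over 9 h not by final OD600 alone; inactives centre near 13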
Active calls of the source: *; i = inactive; ? = inconclusive; . = not tested or not shown.

SMILES	GSK3A inh	KLF5 inh	PolyA inh	aSyn 5UTR inh	HSP90 refold inh	IEC-6 cytotox	HSF1 activator	HSF1 inhib	GSK3beta inhib	AI-2 QS mod
O=C(Nc1ccccc1)c1ccccc1NC(=O)[C@H]1CCCC[C@H]1C(=O)O	-1	-46	i	8	8	5	12	0	-2	8
COc1cc(C(=O)NCCC(=O)NCCCN2CCCCC2C)cc(OC)c1OC (stereo unspecified)	-5	-38	i	6	6	2	-1	-8	-1	16
COc1ccc(N(CC(=O)Nc2ccccc2C(=O)O)S(=O)(=O)c2ccc(C)c([N+](=O)[O-])c2)cc1	-4	-3	i	-7	1	1	0	3	1	33
CCc1nc2sc3c(c2c(=S)[nH]1)CC(C)(C)OC3	.	-30	i	-15	-2	-3	-2	-7	1	10
COc1cccc(CNC(=O)CCCNS(=O)(=O)c2cccs2)c1	-3	11	i	3	0	3	9	2	3	20
CSc1nnc(-c2ccco2)n1-c1ccccc1	0	-18	i	1	-2	3	-2	0	0	20
CC(=O)OC1CSC2c3ccccc3C(=O)N2Cc2sccc21 (stereo unspecified)	1	16	i	-1	2	6	-14	-2	3	4
NC(=O)CSc1nnc2ccc(-c3ccc(F)cc3)nn12	0	-5	i	9	2	2	20	0	-6	8
Cc1nn(CC(=O)NCCCN2CCCCC2)c(=O)c2cccn12	-4	-21	i	6	0	1	7	3	5	4
O=C(Cc1ccc(Br)cc1)NNC(=O)Nc1ccc(Cl)cc1	.	-13	i	3	1	4	-3	2	-2	6
COc1ccc(CN2CCN(Cc3cccc(Oc4ccccc4)c3)CC2)c(OC)c1OC	-2	-23	i	1	5	2	-48	-36	0	6
Cc1cc(C)cc(-n2ncc3c2CCCC3NC(=O)CN2CCCC2=O)c1 (stereo unspecified)	-9	-14	i	12	-2	4	5	-3	1	-9
CCCC(=O)N(Cc1cc2cccc(C)c2[nH]c1=O)c1ccccc1OC	2	-21	i	-23	1	8	4	2	-3	2
Cc1cccc(C)c1NC(=O)C[N+](C)(C)CC(O)COc1cccc2ccccc12 (stereo unspecified)	4	-3	i	27	0	-5	8	-2	2	5
CC(C)CCNC(=O)Cn1c(=O)oc2cc(S(=O)(=O)N3CC(C)CC(C)C3)ccc21 (stereo unspecified)	1	-16	i	28	-2	1	4	3	1	15
O=C(OC(c1ccc(NS(=O)(=O)c2ccccc2)cc1)(C(F)(F)F)C(F)(F)F)c1ccccc1	-1	-72	i	11	5	-2	-3	5	2	4
CCOc1ccc(S(=O)(=O)N2CCN(Cc3ccc4c(c3)OCO4)CC2)cc1C	-3	-9	i	-24	6	-2	1	0	-2	22
CCCCCN(C(=O)CCC(=O)OCCOc1ccc(OC)cc1)c1c(N)n(CCCC)c(=O)[nH]c1=O	-3	.	i	17	.	.	3	1	0	16
COc1cccc(NC(=O)Nc2ccc3nsnc3c2)c1	6	-42	i	-183	-2	6	21	17	-19	-4
Brc1ccccc1OCCCCn1cnc2ccccc21	-1	-81	i	-138	-3	1	25	25	3	7
COC(=O)[C@H](Cc1ccccc1)NC(=O)N1CCC(C)CC1	-3	-5	i	-9	5	2	44	16	-2	14
CC(C)c1onc(C(=O)NCc2ccc(Cl)cc2)c1[N+](=O)[O-]	0	1	i	2	4	-5	-3	-1	0	-13
COc1cc(OC)c(C2C(C(=O)O)c3ccccc3C(=O)N2C)cc1OC (stereo unspecified)	-1	-36	i	5	3	-2	-17	-6	2	23
O=[N+]([O-])c1ccc2cn[nH]c2c1	7	1	i	-29	-3	-3	0	-4	-1	17
CCOc1ccccc1NC(=O)CSC1=NN2CCCC(=O)N=C2S1	0	4	i	-8	-1	-5	4	-3	-1	15
(continued)
SMILES	GSK3A inh	KLF5 inh	PolyA inh	aSyn 5UTR inh	HSP90 refold inh	IEC-6 cytotox	HSF1 activator	HSF1 inhib	GSK3beta inhib	AI-2 QS mod
COc1ccc(/C=C2\SC(N3CCCCC3)=NC2=O)cc1OC	-3	-68	i	0	-5	-4	34	12	2	12
CCOC(=O)c1ccc[n+](CC(=O)c2ccc(NC(=O)c3ccccc3)cc2)c1	2	-41	i	-1	2	-2	6	1	-1	18
C=CCn1c(=O)/c(=C\c2ccccn2)s/c1=C(/C#N)C(=O)NCC1CCCO1 (stereo unspecified)	-1	18	i	1	-1	4	7	-2	-3	10
O=C(NC(=S)N1CCCCC1CO)C12CC3CC(CC(C3)C1)C2 (stereo unspecified)	-3	7	i	12	-1	-2	3	1	-6	12
O=C(Nc1cccc(S(=O)(=O)N2CCCCCC2)c1)C1CCN(C(=O)c2ccc(Cl)cc2)CC1	-1	.	i	36	.	.	10	0	3	3
CCCC1=Nc2cc(C(=O)N3CCC(C(=O)OCC)CC3)ccc2Sc2ccccc21	0	-10	i	15	2	2	-5	1	0	6
CCOC(=O)/C=c1\s/c(=C\c2ccc(C(=O)OC)cc2)c(=O)n1CC(=O)Nc1ccccc1	0	-11	i	-2	-3	-10	4	1	1	3
CCCCCNC(=O)c1ccc2c(=O)n(CC3CCCO3)c(=S)[nH]c2c1 (stereo unspecified)	-2	-10	i	-2	-6	-3	-9	-1	3	27
CC1CC(C)CN(CCCNC(=O)COc2cc(=O)n(C)c3ccccc23)C1 (stereo unspecified)	0	-39	i	5	-2	-1	0	6	1	13
Cc1cc(C)cc(N(CCC#N)C(=O)COC(=O)c2ccccc2SCC(=O)N2CCCC2)c1	.	-15	i	11	-4	-6	5	8	6	11
CCOC(=O)c1c(NC(=O)C(C)Sc2c[nH]c3ccccc23)sc2c1CCC2 (stereo unspecified)	1	12	i	1	-4	11	-9	3	-4	25
O=C(CSc1nnc(CNC(=O)c2c(F)cccc2F)o1)NCc1ccccc1	0	-22	i	7	1	-6	-8	-9	4	7
O=c1cnc(-c2ccc(Cl)cc2)cn1O	-4	-27	.	-32	-1	0	3	-7	3	33
Cc1ccc(-n2[nH]c(C)c(C=Nc3ccc(S(=O)(=O)Nc4nccs4)cc3)c2=O)c(C)c1	-1	-32	.	7	-3	-3	0	-2	1	-15
O=C(CN1CCN(Cc2ccccc2)CC1)N/N=C\C=C/c1ccco1	.	-35	i	-71	2	7	-76	-69*	5	15
CC(C)Cn1c(/C=N/Nc2nc3ccccc3[nH]2)nc2ccccc21	.	-32	i	-337	0	-8	3	3	2	24
CCOc1ccc(/C=C/c2nc(C#N)c(NCCCOC)o2)cc1	-2	54	i	-150	-2	74*	30	7	2	16
CC(C)(C)C1CCC(=NOC(=O)c2ccc(F)cc2)CC1 (stereo unspecified)	0	-14	i	12	4	0	29	8	-3	4
CS(=O)(=O)Nc1ccc(S(=O)(=O)N2CCCC2)cc1	-1	-6	i	15	-1	7	2	-4	3	19
COc1ccc(Cn2nnnc2C(c2cccs2)N2CCN(c3ccccc3)CC2)cc1 (stereo unspecified)	-3	-26	i	6	4	2	18	3	-3	14
Cc1cccc(/C=N/Nc2ccc3ccccc3n2)c1	2	-37	i	-7	66*	6	0	2	-2	7
Cc1ccc(NC(=O)CSc2nc(C)c(Cc3ccccc3)c(=O)[nH]2)cc1	7	-15	i	-22	-4	2	-2	-5	1	15
CCCC1=C(C(=O)OCC)C(c2cc(Cl)cc(OC)c2OCc2ccccc2)NC(=O)N1 (stereo unspecified)	4	7	i	21	2	0	?	32	-2	4
CCCCOc1ccc(C(=O)Nc2cccc(C)n2)cc1	-2	-108	i	-68	11	-2	57*	31	1	9
CCc1cc(=O)oc2cc(C)cc(OC(C)C(=O)NC3CC(C)(C)NC(C)(C)C3)c12 (stereo unspecified)	-3	-20	i	8	-3	-5	4	3	-1	24
Further results
SMILES	GSK3A inh	KLF5 inh	PolyA inh	aSyn 5UTR inh	HSP90 refold inh	IEC-6 cytotox	HSF1 activator	HSF1 inhib	GSK3beta inhib	AI-2 QS mod
CCCCCCCCCC(=O)Nc1cccnc1	-5	-39	i	9	0	-1	.	.	1	9
CCc1cccc(NC(=O)C(NC(=O)C2CCCCC2)C(C)C)c1 (stereo unspecified)	-1	17	i	1	0	2	4	4	-2	18
CC(C)c1nc2cc(C(=O)N3CCNC(=O)C3c3ccc(F)cc3)ccc2o1 (stereo unspecified)	-3	-23	i	6	-4	2	-3	0	-10	11
CCOC(=O)Cn1c(=O)oc2cc(S(=O)(=O)N(C)c3ccc(OC)cc3)ccc21	0	-33	i	8	9	2	11	2	-1	-5
CN(CC(=O)Nc1cccc(F)c1)C(=O)CNS(=O)(=O)c1ccc(N(C)C)c([N+](=O)[O-])c1	-2	.	i	-1	.	.	8	0	0	18
COc1ccc(C(CNC(=O)COc2ccccc2OC)N2CCCCC2)cc1 (stereo unspecified)	5	-17	i	-2	-1	6	-12	0	3	8
C=CCn1c(O)c(N=NC(=O)CNC(=O)/C=C/c2ccco2)c2ccccc21	-2	-6	i	27	-2	-7	-14	3	6	24
O=c1nc(/C=C/c2cc([N+](=O)[O-])ccc2Cl)cc(C(F)(F)F)[nH]1	.	-38	i	-67	0	-4	75*	43	-3	73
Cc1noc(C(=O)Nc2ccc(F)c(Cl)c2)c1Cl	-4	-62	i	-70	-2	1	22	19	-1	21
COc1ccc2cc(OCC(=O)NNC(=O)Nc3ccc(F)cc3)ccc2c1	-3	-5	i	-3	-7	-6	-4	3	3	17
COc1ccc(S(=O)(=O)NNC(=O)c2csc(-n3nc(C)cc3C(F)(F)F)n2)cc1OC	2	-33	i	14	-1	-1	-19	0	3	3
CCC(C)(O)c1[nH]c2ccc(C(=O)OC)cc2c1C (stereo unspecified)	-1	-65	i	-53	-1	8	7	16	1	14
CCOC(=O)C1(CC2CCCCO2)CCN(Cc2nc3ccccc3nc2C)CC1 (stereo unspecified)	-3	-21	i	-35	0	-7	-5	9	0	13
CC1(C)CC2CC(C)(CN2S(=O)(=O)c2ccc(C(=O)Nc3cccc(S(=O)(=O)N4CCOCC4)c3)cc2)C1 (stereo unspecified)	0	-32	i	19	-3	10	15	-2	0	55
CC(C)(C)c1cc(CN(CCO)CCO)c(O)c(C(C)(C)C)c1	1	-8	i	-6	0	4	-8	-1	1	-10
COc1ccc(N2CCN(CCCn3c(=S)[nH]c4ncccc4c3=O)CC2)cc1	1	-2	i	25	2	30*	-64	-56*	4	2
COC(=O)c1ccc(NC(=O)C(=O)c2cccn2C)cc1	6	-7	i	-109	26*	10	61*	20	-4	-10
CN(C)S(=O)(=O)c1cccc(NC(=O)c2cc(=O)[nH]c3ccccc23)c1	2	-13	i	19	-2	0	-6	1	2	-7
Cc1cccc(S(=O)(=O)Nc2ccc(-c3ccc4nncn4n3)cc2)c1	1	.	i	18	.	.	-19	6	-2	8
COC(=O)CCc1c(C)nn(-c2ccccc2)c1C	0	-12	i	-54	4	2	11	3	-3	6

Bioassay records as filed in PubChem.

Only part of the results is shown; rates above refer to the full screens.
